Screens as filed in PubChem BioAssay.
eIF4E 4G PPI = eIF4E–eIF4G protein interaction inhibitors, primary screen, biochemical, uHTS, TR-FRET, eIF4GI fragment | Eukaryotic translation initiation factor 4E (Mus musculus) + Eukaryotic translation … | TR-FRET eIF4E-eIF4GI(517-606) binding, 2 h | inhibition, % at 21.7 µM | hit rate 0.37% among 220,000 | AID 782, 2007;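 also: 0% = full FRET control wells and 100% = background wells lacking eIF4GI fragment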
EBV gp42 inh = Epstein-Barr virus gp42 inhibitors, primary screen, biochemical, uHTS, fluorescence polarization; hit rate 0.42% among 220,000; Fluorescence polarization binding assay, mP read-out; inhibition, % (tested at 21.74 µM); in the data active = inhibition above about 50%
Target sequence (Q1HVG2 whole entry, looked up): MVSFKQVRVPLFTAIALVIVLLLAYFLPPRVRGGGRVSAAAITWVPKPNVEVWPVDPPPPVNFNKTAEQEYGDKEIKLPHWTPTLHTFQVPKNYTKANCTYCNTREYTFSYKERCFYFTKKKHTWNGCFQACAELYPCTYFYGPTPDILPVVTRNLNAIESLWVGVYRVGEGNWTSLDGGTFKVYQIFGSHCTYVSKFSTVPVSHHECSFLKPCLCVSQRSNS
Rad51 HR inh = human RAD51 strand exchange inhibitors, primary screen, biochemical, fluorescence; DNA repair protein RAD51 homolog 1 (Homo sapiens), Q06609; hRad51 DNA strand exchange, fluorescence dequenching; inhibition, % at 10 µM; hit rate 0.085% among 200,000; AID 1385, 2008;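 active = inhibition above 40% at the single screening dose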;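 also: 0% = DMSO control wells and 100% = blanks with heterologous ssDNA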
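material = hRad51 filaments on single-stranded DNA | timing = filaments 15 min 37 °C, then compound 30 min | signal = FRET fluorescence dequenching, excitation 485 nm, emission 520 nm | benchmarks = control wells and blank wells on each plate | evaluation = percent inhibition relative to plate controls and blanks | compound = 10 µM final, single point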
14-3-3 Bad PPI = inhibitors of 14-3-3 zeta/Bad binding, primary screen, biochemical, TR-FRET, bovine 14-3-3 zeta | 14-3-3 protein zeta/delta (Bos taurus), P63103 | TR-FRET 14-3-3zeta/Dy647-pBad peptide displacement, 1 h | inhibition, % at 21.7 µM | hit rate 0.71% among 220,000 | AID 781, 2007;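 active = inhibition above about 70%, limit read from the data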;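 also: 0% = full 14-3-3 plus peptide FRET controls and 100% = background without 14-3-3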
Target sequence (P63103 whole entry, looked up): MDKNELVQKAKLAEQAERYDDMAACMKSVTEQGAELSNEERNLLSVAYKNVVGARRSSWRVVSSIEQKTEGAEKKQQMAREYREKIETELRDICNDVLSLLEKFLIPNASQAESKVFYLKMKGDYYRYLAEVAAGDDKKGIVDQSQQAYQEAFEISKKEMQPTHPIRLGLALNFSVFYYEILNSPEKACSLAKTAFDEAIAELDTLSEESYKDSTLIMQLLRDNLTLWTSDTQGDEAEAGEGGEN
Thrombin inh = human alpha-thrombin inhibitors, primary screen, counter-screen for coagulation protease inhibitor project, biochemical, 1536-well, fluorogenic AMC substrate; Prothrombin (Homo sapiens), P00734; hit rate 0.26% among 220,000; inhibition, % at 5 µM; AID 1046, 2008; Boc-VPR-AMC fluorogenic substrate cleavage;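 active = inhibition at or above 40%; inactive = inhibition below 40%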;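 also: 0% = enzyme with no compound and 100% = wells without enzyme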
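System: human alpha-thrombin protein; Compound dosing: one concentration per compound, 5 µM, with 0.2% DMSO; Timing: reaction at room temperature; Technique: AMC fluorescence, 355/460 nm; Controls: enzyme without compound as high, wells lacking enzyme as low.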
Cl transport mod = KCC2 cotransporter modulators, thallium flux, primary screen, cell-based, HEK293 KCC2, FluoZin-2 fluorescence, MLSMR; Solute carrier family 12 member 5 (Homo sapiens), Q9H2X9; B-score of Tl+ flux slope (higher = more flux/activation; lower = inhibition) at 10 µM; KCC2 cells, thallium flux FluoZin-2 fluorescence; hit rate 2.2% among 190,000; AID 1456, 2008;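 active = thallium flux slope and its plate-corrected score both differing from the plate sample mean at a set confidence after two filtering rounds, in either direction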;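 also: slope of fluorescence scaled to starting intensity during 10 to 20 s after thallium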
KLK5 inh = human KLK5 protease inhibitors, primary screen, biochemical, 1536-well. inhibition, % at 5 µM. hit rate 0.59% among 210,000. recombinant hK5, fluorogenic AMC substrate cleavage. Kallikrein-5 (Homo sapiens), Q9Y337;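 active = inhibition of 40% or more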;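 also: 0% = enzyme controls without compound and 100% = no-enzyme blanks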
Furin inhibitor = human furin inhibitors, primary screen, biochemical, fluorescence intensity. purified furin, fluorogenic substrate cleavage. inhibition, % at 30 µM. hit rate 0.061% among 220,000; in the data active = inhibition above about 25%; also: inactives centre near -15
NCF1 inh = p47phox/p22phox peptide binding inhibitors, primary screen, biochemical, uHTS, NADPH oxidase regulatory subunit; hit rate 0.53% among 220,000; inhibition, % at 24.7 µM; fluorescence polarization, 2 h;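 also: 0% = p47phox with labelled peptide and 100% = labelled peptide alone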
Target sequence (P14598 whole entry, looked up): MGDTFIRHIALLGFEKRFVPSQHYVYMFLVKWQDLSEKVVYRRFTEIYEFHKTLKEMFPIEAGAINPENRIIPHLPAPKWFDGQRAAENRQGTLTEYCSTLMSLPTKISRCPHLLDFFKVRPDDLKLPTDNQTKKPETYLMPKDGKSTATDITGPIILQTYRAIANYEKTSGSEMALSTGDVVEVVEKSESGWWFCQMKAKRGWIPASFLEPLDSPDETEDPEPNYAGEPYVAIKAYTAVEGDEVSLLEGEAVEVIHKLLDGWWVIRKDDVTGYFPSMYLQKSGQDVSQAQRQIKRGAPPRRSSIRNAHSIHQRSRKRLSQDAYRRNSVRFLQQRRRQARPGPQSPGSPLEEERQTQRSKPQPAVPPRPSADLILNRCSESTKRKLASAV
Active calls of the source: *; · = not tested or not shown; [ ] = dose if it differs, or a comment.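 The calls were made as follows, unless noted: active = inhibition above about 30% (limit read from the data); inactive = the rest.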

SMILES	eIF4E 4G PPI	EBV gp42 inh	Rad51 HR inh	14-3-3 Bad PPI	Thrombin inh	Cl transport mod	KLK5 inh	Furin inhibitor	NCF1 inh
CCn1nc(C(=O)Nc2ccc(C)c(C)c2)c(Cl)c1Cl	2	-3	-2	-11	-1	0.48	8	-20[20 µM]	-3
Cc1ccc2sc(C)[n+](CCC(C)S(=O)(=O)[O-])c2c1 (stereo not drawn)	-1	-10	·	-16[fluorescence artefact?]	-3	2	-4	-7	-37
CCC(C)NC(=O)C1CC(c2ccc(OC)cc2)=NO1 (stereo not drawn)	-3	-20	-5	6	0	0.084	-16	-6	-7
CC1(C)CN(c2ccsc2C(=O)O)C1=O	1	-16	-1	-1	-6	-0.85	-2	-38	-8
CN(Cc1ccccc1)CC(O)COc1ccc(CNCCOc2cccnc2)cc1 (stereo not drawn)	0	7	-15	-1	-6	·	·	-15	7
CCN(CC)C(=O)C1CCCN(c2ccc([N+](=O)[O-])cc2/C=N/NC(=O)c2cccc([N+](=O)[O-])c2)C1 (stereo not drawn)	-6	-21	·	15	6	-0.44	-3	-14[20 µM]	7
COCCN(CCOC)CC(O)COC(c1ccccc1)c1ccccc1 (stereo not drawn)	-1	5	0	-6	·	-0.046	-3	-20	-48
O=C1NN(c2ccc(F)cc2)C(=O)/C1=C/c1cccs1	4	-6	-2	-9	-7	·	-1	-18	1
CCCCCCCOc1ccc(-c2ccc(C#N)cn2)cc1	12[fluorescence artefact?]	-8	-2	-2	-3	-1.2	-16	-24	-18
O=C1CC(Nc2ccccc2)C(=O)N1c1ccc(N2CCOCC2)cc1 (stereo not drawn)	11	-16	2	-10	4	0.3	45*	-20[20 µM]	-10
CCCCN(C(=O)NC(=O)Nc1nc2ccc(OC)cc2s1)S(C)(=O)=O	0	-14	12	16	-8	0.0068	-22	-17[20 µM]	-4
COCCN(C(=S)Nc1cc(C)cc(C)c1)C(C)c1cccnc1 (stereo not drawn)	-4	-11	6	-15	-2	-1.6	-19	-11	-13
O=C(O)CCn1c(-c2ccccc2)cc2ccccc21	1	-18	0	-3	-7	-6.4*	0	-24	-3
CCOC(=O)c1c(/N=C/N(C)C)sc(C=O)c1-c1ccccc1	1	4	1	1	-3	-0.29	-6	-15	-11
Cc1ccc(CCNC(=O)C2CCN(S(=O)(=O)c3cccc4nsnc34)CC2)cc1	5	-6	6	-5	3	-0.13	-12	-14[20 µM]	-12
Cc1[nH]c(=O)[nH]c(=O)c1S(=O)(=O)N1CCCC1	-2	6	·	9	0	·	7	-22	-12
COc1ccc(-c2nnc(-c3cccnc3)o2)cc1	-1	-3	-2	-2	4	0.14	2	-15[20 µM]	-7
O=C(O)CCCC(=O)Nc1cccc([N+](=O)[O-])c1	3	-6	3	-5	-11	1.1	-1	-12	-2
Cc1cc(NC(=O)CC#N)n(-c2nc3ccccc3[nH]2)n1	-2	-18	-7	-7	3	-0.017	-17	-32	-13
CC(C)CN(CC(C)C)C(=O)Cc1coc2ccc3ccccc3c12	1	-15	1	-22	4	-1	0	-12[20 µM]	-13
CCc1c(C)nc(SCC(=O)c2ccc(C)c(C)c2)[nH]c1=O	-1	-8	0	3	0	-0.56	-20	-19	-20
CC(OC(=O)c1ccccc1O)C(=O)Nc1cccc(Cl)c1 (stereo not drawn)	-2	-9	0	0	1	0.51	4	-27	-10
COc1ccc(-c2nc3c(n2O)CCCC3=O)cc1OC	7[fluorescence artefact?]	3	10	-10[fluorescence artefact?]	1	·	-1	-5	-8
CCOC(=O)c1c(C)n(C)c2ccc(OC)c(NC(=O)CCN3CCSCC3)c12	-3	-6	6	-12	-6	0.58	-7	-13[20 µM]	4
CS(=O)c1nc(-c2ccc(Br)cc2)cc(-c2ccccc2)c1C#N (stereo not drawn)	7	2	-5	25[fluorescence artefact?]	-9	0.006	-11	-14	3
Cc1nn(-c2ccccc2)c(N)c1C(O)(CC(=O)C(F)(F)F)C(F)(F)F (stereo not drawn)	15	-15	-8	-8	-3	2.2	-20	-16	-2
CN1C(=O)CSc2ccc(NC(=O)Nc3ccccn3)cc21	0	6	1	1	-5	0.19	-5	2	-66
COC(=O)C1C2C=CC3(CN(Cc4cccs4)C(=O)C13)O2 (stereo not drawn)	7	-7	6	3	0	-0.68	-2	-16	9
CN(CCc1ccccn1)S(=O)(=O)c1ccc(F)cc1	1[fluorescence artefact?]	-1	·	51[fluorescence artefact?]	-3	0.79	-14	-5	0
COC(=O)c1cc2ccccc2c(-c2c(O)ccc3ccccc23)c1O	8	-5	0	15	-10	0.4	-13	-12	-4

Compounds from the list above that have an NH in an aromatic ring (3):
SMILES	eIF4E 4G PPI	EBV gp42 inh	Rad51 HR inh	14-3-3 Bad PPI	Thrombin inh	Cl transport mod	KLK5 inh	Furin inhibitor	NCF1 inh
Cc1[nH]c(=O)[nH]c(=O)c1S(=O)(=O)N1CCCC1	-2	6	·	9	0	·	7	-22	-12
Cc1cc(NC(=O)CC#N)n(-c2nc3ccccc3[nH]2)n1	-2	-18	-7	-7	3	-0.017	-17	-32	-13
CCc1c(C)nc(SCC(=O)c2ccc(C)c(C)c2)[nH]c1=O	-1	-8	0	3	0	-0.56	-20	-19	-20

Further results:
SMILES	eIF4E 4G PPI	EBV gp42 inh	Rad51 HR inh	14-3-3 Bad PPI	Thrombin inh	Cl transport mod	KLK5 inh	Furin inhibitor	NCF1 inh
Brc1ccc(Oc2ncc(CN3CCOCC3)s2)cc1	0	-18	-1	4	-4	-0.12	-1	-20[20 µM]	-5
Nc1nc2nc(SCC(=O)N3CCCc4ccccc43)[nH]c2c(=O)[nH]1	5	-1	-3	9	-1	-0.1	-27	-2[20 µM]	7
FC(F)(F)c1ccnc(Sc2n[nH]c(C(F)(F)F)n2)c1	4	-10	16	2	-6	·	-1	-16	-18
Cc1[nH]n(-c2ccccc2)c(=O)c1C=Nc1ccc(S(=O)(=O)N=C(N)N)cc1	-1	-1	-10	-2	1	0	3	-14	-14
O=C(Nc1ccc(Cl)c([N+](=O)[O-])c1)c1ccc(NCCCN2CCOCC2)c([N+](=O)[O-])c1	-12	-61	0	18	-10	1.2	-11	6[20 µM]	-5
CCOc1ccc(Nc2oc(-c3cccc(Cl)c3)nc2C#N)cc1	2	-25	-3	-11	2	·	-16	-4[20 µM]	-11
O=[N+]([O-])c1ccc(/C=N/n2cnc3ccccc32)s1	-3	14	-32	5	-3	3.8	-20	-2	-7
CCN(CC)C(=O)Cn1nc(-c2ccccc2O)nc1SCC(=O)Nc1ccc(OC)cc1	2	-20	-6	69	0	-4.6	-5	-1	-5
CCC(=O)Nc1cccc(C(=O)OCc2cccc([N+](=O)[O-])c2)c1	-3	7	1	2	41*	0.18	68*	-15	-7
O=C(CSc1cccc2cccnc12)N/N=C/c1cccnc1	-8	-3	5	-11	3	30*	-25	-26	0
COc1ccc(S(=O)(=O)NCc2ccccn2)cc1	-20[fluorescence artefact?]	-10	0	-5	-8	-0.66	-4	-21[20 µM]	3
CN(C)CCCN(C(=O)c1cc2ccccc2oc1=O)c1nc2ccc(F)cc2s1	0	-14	-7	1	-11	1	-9	3	-8
NC(=O)CSc1nnc(-c2ccc(S(=O)(=O)N3CCCC3)cc2)n1CC1CCCO1 (stereo not drawn)	5	4	4	4	-3	-2	-6	-13	4
Nc1ccc(Sc2cnn(-c3ccccc3)c(=O)c2Cl)cc1	8	-18	2	-7	3	-0.78	1	0[20 µM]	-4
O=C(CSc1nc2c(cnn2-c2ccccc2)c(=O)[nH]1)N1N=C(c2cccs2)CC1c1ccc(F)cc1 (stereo not drawn)	1	-5	·	0	5	-2.8	-7	-26	-2
Nc1ccc2nc(C(F)(F)F)[nH]c2c1	4	-4	-6	22	-5	0.36	1	-15	-12
CN(CC(=O)Nc1ccccc1N1CCOCC1)CC(=O)Nc1ccc(F)c(F)c1F	1	-7	-6	-20	-1	0.056	1	-18	0
CN(C)S(=O)(=O)c1cccc(NC(=O)COC(=O)CNC(=O)c2cccc([N+](=O)[O-])c2)c1	-8	-27	4	5	3	-0.14	1	-18	-4
Cc1cccc(NC(=O)c2ccccc2O)c1C	3	-16	5	-1	-26	-1.4	-1	-5[20 µM]	-5
CNC(=O)c1c[nH]n2c(=O)c(Cc3ccccc3F)c(C)nc12	0[fluorescence artefact?]	-6	3	11[fluorescence artefact?]	5	·	-3	-25	-1
COCC(=O)Nc1ccc(S(=O)(=O)NCCc2ccccc2)cc1	-3	-25	0	2	-2	-0.026	0	-14[20 µM]	-5
CCOC(=O)c1c(C)[nH]c(C)c1C(=O)COC(=O)c1nc2nccc(C)n2n1	1	-12	-1	-11	-11	-0.37	1	-21	-19
O=C(CCn1cccc1)Nc1nccs1	-1	-6	-5	-7	5	·	3	-20	-1
Cc1cc(C)n2nc(SCCCC(=O)c3ccc(F)cc3)nc2n1	-2	-17	-9	-5	-24	-1.1	-1	-30	-5
O=C(N/N=C/c1c(Nc2cccc(C(F)(F)F)c2)nc2ccccn2c1=O)c1ccccc1[N+](=O)[O-]	0	12	9	-2	-4	-0.27	-6	-21	-22
Cc1ccc(-c2nc(SCC(=O)NCC3CCCO3)c(-c3ccc(Cl)cc3)[nH]2)cc1 (stereo not drawn)	-1	-6	-6	4	-7	1	-13	-19	-10
COc1ccc(C(=O)CSc2nnc(C3CCCCC3)n2N)c(OC)c1	3	-13	-4	17	-4	-0.31	7	-2	0
COc1ccccc1S(=O)(=O)Nc1ccc2cn[nH]c2c1	22	-27	4	6	-2	0.27	-7	-20	-8
Cn1c(=O)c2c(nc(SCC(=O)NCc3ccc4c(c3)OCO4)n2Cc2ccccc2)n(C)c1=O	-5	-5	-1	-5[fluorescence artefact?]	-10	-0.61	-5	-10[20 µM]	1
O=C(CN1CCN(S(=O)(=O)c2ccc(F)cc2)CC1)Nc1ccc(Cl)c(C(F)(F)F)c1	-11[fluorescence artefact?]	-10	·	1	3	0.54	-6	11	-12
O=C(NCCc1ccccc1)NC1CCCCC1	3	-23	7	-2	-1	-0.64	5	-10[20 µM]	-14
Cc1cc(C)cc(NC(=O)CSc2nc(N)c(NC(=O)c3cccs3)c(=O)[nH]2)c1	3[fluorescence artefact?]	-2	-2	-5	-5	0.18	-11	-8	21

Some entries already given, reduced to Thrombin inh:
SMILES,Thrombin inh
Cc1ccc(-c2nc(SCC(=O)NCC3CCCO3)c(-c3ccc(Cl)cc3)[nH]2)cc1 (stereo not drawn),-7
COc1ccc(-c2nnc(-c3cccnc3)o2)cc1,4

Hits appear at their usual frequency; 4.7% or so of the library scored in one or more.
